PfGluPho inh – PfG6PD (Plasmodium falciparum) enzyme inhibition; PfGluPho enzyme, NADPH resazurin-diaphorase fluorescence; AID 504690; 350,000 tested, 0.78% active; inhibition, % at 20 µM;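 active means inhibition reaching at least a set limit at 20 µM in the primary screen, cut at about 59% in these data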;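 further: 0% = DMSO wells with substrate and 100% = DMSO wells lacking glucose-6-phosphate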
ATG4B inhibitor – blocks human ATG4B protease cleavage of LC3 substrate; 340,000 tested, 0.51% active; AID 504462; inhibition, % at 8.33 µM; ATG4B cleavage of LC3-PLA2, NBD-HPC fluorescence, 1 h; Q9Y4P1; in the data active means inhibition above about 40%
Target sequence (Q9Y4P1 whole entry, looked up): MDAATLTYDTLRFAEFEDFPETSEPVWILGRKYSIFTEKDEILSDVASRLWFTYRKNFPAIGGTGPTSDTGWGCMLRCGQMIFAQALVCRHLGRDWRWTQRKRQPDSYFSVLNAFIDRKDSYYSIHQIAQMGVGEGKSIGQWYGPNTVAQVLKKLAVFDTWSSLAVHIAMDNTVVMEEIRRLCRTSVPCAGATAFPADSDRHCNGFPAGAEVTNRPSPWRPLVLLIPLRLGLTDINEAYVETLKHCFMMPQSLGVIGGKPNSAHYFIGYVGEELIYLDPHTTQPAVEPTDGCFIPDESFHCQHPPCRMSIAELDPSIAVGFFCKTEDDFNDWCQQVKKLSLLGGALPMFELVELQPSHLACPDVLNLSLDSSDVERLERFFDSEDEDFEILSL
SENP6 inh – SENP6 protease inhibition | 330,000 tested, 1.8% active | inhibition, % at 10 µM | Recombinant SENP6 catalytic domain, aminoluciferin luminescence | Q9GZR1;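 active means inhibition above about 50% at the single tested dose, limit read from the data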;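 further: plate controls were DMSO wells with enzyme for no effect and DMSO wells lacking enzyme for full effect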
Target sequence (Q9GZR1 628-1112 limits assumed): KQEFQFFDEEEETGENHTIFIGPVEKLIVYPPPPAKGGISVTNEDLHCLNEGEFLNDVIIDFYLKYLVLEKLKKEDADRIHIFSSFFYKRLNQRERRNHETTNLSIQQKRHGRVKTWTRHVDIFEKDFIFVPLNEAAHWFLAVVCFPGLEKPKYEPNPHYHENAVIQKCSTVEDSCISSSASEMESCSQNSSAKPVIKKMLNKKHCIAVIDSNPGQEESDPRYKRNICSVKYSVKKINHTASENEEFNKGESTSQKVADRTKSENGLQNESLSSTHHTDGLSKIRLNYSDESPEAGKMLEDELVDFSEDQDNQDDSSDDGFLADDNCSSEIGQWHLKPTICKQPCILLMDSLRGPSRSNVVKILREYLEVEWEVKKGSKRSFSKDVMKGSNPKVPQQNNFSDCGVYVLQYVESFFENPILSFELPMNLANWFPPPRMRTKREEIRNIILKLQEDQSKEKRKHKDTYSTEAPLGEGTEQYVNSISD
SENP8 block – blocks human SENP8 cleavage of Nedd8 substrate; Q96LD8; recombinant SENP8, Nedd8 substrate fluorescence; inhibition, % at 20 µM; 360,000 tested, 0.64% active; AID 602440; in the data active means inhibition mostly above about 40%, no sharp cut-off; inactive means mostly below about 27%
Target sequence (Q96LD8 whole entry, looked up): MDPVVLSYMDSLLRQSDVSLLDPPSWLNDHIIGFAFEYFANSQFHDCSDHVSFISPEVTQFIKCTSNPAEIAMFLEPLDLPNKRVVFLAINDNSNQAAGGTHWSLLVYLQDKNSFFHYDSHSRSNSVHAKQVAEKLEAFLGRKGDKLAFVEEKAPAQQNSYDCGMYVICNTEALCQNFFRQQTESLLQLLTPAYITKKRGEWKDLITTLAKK
HKDC1 inh – HKDC1 (human) hexokinase inhibition; 340,000 tested, 0.16% active; Q2TB90; inhibition, % at 20 µM; recombinant HKDC1, G6PDH/diaphorase resazurin coupled fluorescence; AID 493160;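 active means inhibition above about 35% when tested at 20 µM, limit read from the data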;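 further: plate controls were DMSO wells with enzyme for no effect and DMSO wells lacking enzyme for full effect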
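Material: recombinant HKDC1 hexokinase; Amount: HKDC1 at 5 µg/mL; Medium: Tris pH 8.0 buffer with MgCl2, Tween-20, BSA, BME; Schedule: 90 min reaction incubation at room temperature, dark; Technique: coupled resazurin fluorescence, excitation 525 nm, emission 613 nm.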
MPTP block – inhibitors of mitochondrial permeability transition pore | isolated mouse mitochondria, Ca2+ swelling absorbance, 30 min | inhibition, % at 10 µM | 360,000 tested, 1.4% active;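 active means inhibition of 50% or more, scaled per plate between neutral and stimulator controls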;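 further: 0% = DMSO wells given calcium and 100% = 1 mM EGTA wells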
SENP7 block – blocks the human protease SENP7. recombinant SENP7, Z-RLRGG-aminoluciferin luminescence, 40 min. inhibition, % at 5 µM. 330,000 tested, 1.5% active;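 active means inhibition above about 50% at the single test dose, limit read from the data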;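 further: plate controls were DMSO with enzyme for no effect and no enzyme buffer wells for full effect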
NR3A LBD binder – modulators (binders) of human NR3A ligand-binding domain; NR3A LBD differential scanning fluorimetry, Tm shift; 0% = protein alone, 100% = glycine-bound protein; Tm shift relative to glycine control, % at 25 µM; 340,000 tested, 2.5% active; AID 1259313;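 active means melting temperature shift of at least 10% of the positive control shift, at one fixed dose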
* = called active by the depositor.

SMILES | SENP8 block | NR3A LBD binder | PfGluPho inh | MPTP block | HKDC1 inh | SENP6 inh | ATG4B inhibitor | SENP7 block
Cc1ccccc1C(=O)N1CCC(C(=O)Nc2ccc(F)cc2)CC1 | 6 | 4 | -9 | -3.0 | -3 | -7 | -9 | 3
COc1ccc(S(=O)(=O)N2CC3CCCN3c3ccc(C(F)(F)F)cc32)cc1 (stereo unspecified) | -33 | -11 | 8 | 0.9 | 6 | 5 | -4 | 3
Cc1ccc(S(=O)(=O)CCc2nnc(NC(=O)c3cnccn3)s2)cc1 | 4 | -10 | -5 | -2.2 | 1 | -36 | -5 | -8
Cc1cccc(NC(=O)c2cnn(C)c2)c1C | 10 | 1 | -2 | -0.3 | -8 | 1 | -9 | -1
CC1CCCN(S(=O)(=O)c2ccc3c(c2)c(=O)nc2ccc(Cl)cn23)C1 (stereo unspecified) | -309 | -3 | 2 | -0.5 | -2 | -12 | -3 | -1
CC(C)CC(NS(=O)(=O)c1ccc2c(c1)oc(=O)n2C)C(=O)NCc1cccnc1 (stereo unspecified) | 11 | -1 | 4 | -0.8 | -8 | 2 | -6 | 0
CCOc1ccc(CCNC(=O)C2CCN(S(=O)(=O)N3CCOCC3)CC2)cc1OCC | 26 | 0 | -10 | -2.5 | -8 | -14 | 0 | -1
O=C(O)c1ccc(/C=N/Nc2nnnn2-c2ccccc2)cc1 | -27 | 10* | -4 | 9.8 | 18 | -1 | 7 | 2
CN(C)CCCn1c2c(c(SCC(=O)Nc3ccc4c(c3)OCCO4)nc1=O)CCC2 | 28 | -2 | 10 | -1.2 | -2 | -2 | -3 | 0
COc1cc(C(=O)NCCC(c2ccccc2)c2ccccc2)cc(OC)c1OC | 8 | 1 | 2 | -0.8 | -1 | 5 | -9 | 1
Cc1ccc(CNc2oc(-c3ccco3)nc2C#N)cc1 | -288 | -1 | 4 | -0.1 | -1 | -2 | 12 | 0
CCCn1c(=N)n(CC(=O)c2ccco2)c2ccccc21 | 8 | 0 | -5 | -2.7 | -15 | 11 | 8 | 1
CCOC(=O)C1CCCN(Cc2cn(C)nc2-c2ccc3c(c2)OCCO3)C1 (stereo unspecified) | 16 | 0 | -2 | -0.3 | -6 | 8 | -4 | -2
COCC1CCCN(Cc2cn(-c3ccccc3F)nc2-c2cc(C)sc2C)C1 (stereo unspecified) | 23 | 0 | -5 | 1.1 | 4 | -6 | 13 | 7
Brc1ccc(-c2nc3ncccn3c2NC2CCCCC2)o1 | -10 | -1 | 4 | 0.4 | 5 | -6 | -1 | 3
COc1ccc(NC(=O)CO/N=C2/CCCc3nonc32)c(OC)c1 | 20 | -1 | -6 | 2.5 | -5 | 11 | 10 | -2
CC1(C(=O)N2CCC(CC3CC(c4cccc(Br)c4)=NO3)(C(=O)NCC3CCCCC3)CC2)CC1 (stereo unspecified) | 1 | 6 | -4 | -0.2 | 2 | 10 | 6 | 5
O=C(O)c1csc(-c2ccccc2)n1 | 14 | 0 | 8 | -4.8 | 0 | -12 | -1 | -8
O=C(O)c1ccc(NC(CSCc2ccc(F)cc2)C(=O)O)c([N+](=O)[O-])c1 (stereo unspecified) | 10 | -1 | -18 | -0.9 | -7 | 8 | 0 | -7
Cc1ccc(-c2csc3nnc(SCC(=O)NCc4ccc5c(c4)OCO5)n23)cc1 | 15 | 0 | -5 | -0.2 | -10 | -8 | -6 | -1

Quoted at random: three compounds from above.
SMILES | SENP8 block | NR3A LBD binder | PfGluPho inh | MPTP block | HKDC1 inh | SENP6 inh | ATG4B inhibitor | SENP7 block
O=C(O)c1csc(-c2ccccc2)n1 | 14 | 0 | 8 | -4.8 | 0 | -12 | -1 | -8
CCCn1c(=N)n(CC(=O)c2ccco2)c2ccccc21 | 8 | 0 | -5 | -2.7 | -15 | 11 | 8 | 1
COc1cc(C(=O)NCCC(c2ccccc2)c2ccccc2)cc(OC)c1OC | 8 | 1 | 2 | -0.8 | -1 | 5 | -9 | 1

Following part.
SMILES | SENP8 block | NR3A LBD binder | PfGluPho inh | MPTP block | HKDC1 inh | SENP6 inh | ATG4B inhibitor | SENP7 block
COc1ccc(COC(=O)CCS(=O)(=O)c2ccc(C)cc2)cc1 | 20 | 3 | 14 | -0.7 | 9 | -11 | -12 | -7
CCOC(=O)c1[nH]c2ccccc2c1N=C(C)N(CC)CC | 15 | 3 | 15 | -1.4 | -3 | -4 | -10 | -9
Cc1ccc(CNS(=O)(=O)c2cc(F)ccc2CN2C(=O)c3cccnc3C2=O)o1 | 14 | -6 | -22 | -0.4 | 1 | 0 | 9 | 7
CS(=O)(=O)c1ccc(C(=O)N2CCN(Cc3ccccc3)CC2)cc1 | 3 | -1 | 10 | 0.2 | -17 | 1 | -2 | -8
COC(=O)COc1ccc(S(=O)(=O)N2CCN(c3ccccc3)CC2)cc1 | 19 | 4 | -14 | -0.9 | -3 | -7 | 5 | -4
Cc1cc(NC(=O)c2ccc(Cl)cc2Cl)n(CCC#N)n1 | 9 | -1 | -1 | -1.1 | -6 | -26 | -4 | -11
CCOC(CC(=O)NNC(=O)c1c(-c2ccccc2Cl)noc1C)OCC | 8 | 2 | -30 | 1.7 | -4 | -10 | -4 | 4
CCCOc1cccc(C(=O)NCCNC(=O)c2ccccn2)c1 | 9 | -2 | -9 | -0.1 | -4 | 2 | -1 | -1
CCOC(=O)c1c(NC(=O)CSc2nnc(C)c(=O)[nH]2)sc2c1CCCC2 | 3 | -7 | -11 | 6.7 | 5 | 6 | 38 | 3
CCc1nnc(NC(=O)C2CCCN(c3nc(C)cc(C)n3)C2)s1 (stereo unspecified) | -3 | -1 | -7 | -0.1 | -12 | -8 | -7 | -3
COc1ccccc1CC(=O)NC1CC(C)(C)NC(C)(C)C1 | -37 | 1 | 1 | -2.3 | -3 | -3 | -3 | 2
O=C(c1ccncc1)N1CCN(C(=O)c2cccs2)CC1 | 16 | 0 | 1 | -1.6 | -5 | -9 | -10 | -3
CCc1ccc(NC(=O)CSc2nncn2-c2cccnc2)cc1 | -4 | -3 | -4 | -1.0 | -3 | -9 | -10 | -8
CCOc1ccc(OCCOCCN2CCOCC2)cc1 | 18 | 2 | -11 | -1.1 | -2 | -12 | -8 | 2
Cc1ccc(S(=O)(=O)N(C)Cc2ccc(C(=O)NN=C(CC(C)C)CC(C)C)cc2)cc1 | 14 | -1 | -19 | 1.7 | -8 | 3 | 18 | 8
Cc1nonc1C(=O)N/N=C/c1ccncc1 | 15 | 1 | 3 | 1.9 | -2 | -14 | -5 | 26
Cc1ccc(NC(=O)C(=O)NCCN2CCN(C(=S)Nc3ccccc3)CC2)cc1 | 8 | -3 | 2 | 0.4 | -6 | 5 | -4 | 4
CCC(C)(C)C1CCc2[nH]nc(C(=O)O)c2C1 (stereo unspecified) | 18 | 0 | -19 | 0.5 | 3 | 0 | 0 | 5
O=C(O)[C@H]1CCCC[C@H]1C(=O)NCCNC(=O)[C@@H]1CCCC[C@@H]1C(=O)O | 7 | 0 | -10 | 1.2 | -6 | 5 | -11 | -9
CCOc1ccc(NC(=O)c2nn(C)c(C(=O)Nc3ccc(OCC)cc3)c2[N+](=O)[O-])cc1 | 15 | -7 | -7 | 2.3 | -2 | 23 | -3 | 7

Full records, quoted from the list. Order of values: SENP8 block | NR3A LBD binder | PfGluPho inh | MPTP block | HKDC1 inh | SENP6 inh | ATG4B inhibitor | SENP7 block
`CCc1nnc(NC(=O)C2CCCN(c3nc(C)cc(C)n3)C2)s1` (stereo unspecified) reads -3 | -1 | -7 | -0.1 | -12 | -8 | -7 | -3
`Cc1cc(NC(=O)c2ccc(Cl)cc2Cl)n(CCC#N)n1` reads 9 | -1 | -1 | -1.1 | -6 | -26 | -4 | -11

(next part)
SMILES | SENP8 block | NR3A LBD binder | PfGluPho inh | MPTP block | HKDC1 inh | SENP6 inh | ATG4B inhibitor | SENP7 block
Cc1cccc(C)c1NC(=O)C(NC=O)c1ccccc1 (stereo unspecified) | 15 | -2 | -2 | -1.6 | 5 | -2 | -1 | -6
COc1ccc(NS(=O)(=O)c2ccc(-c3coc(C)n3)cc2)c(OC)c1 | 0 | -1 | -12 | 1.8 | 7 | 3 | -2 | 1
CS(=O)(=O)N1CCN(Cc2ccc([N+](=O)[O-])cc2)CC1 | 6 | -1 | 12 | -1.0 | -16 | 0 | 4 | 0
Cc1ccc(-n2c(SCC(=O)N3CC(=O)Nc4ccccc43)nc3ccccc3c2=O)cc1 | -2 | -1 | 34 | -0.7 | -3 | 1 | 2 | 3
O=C(Nc1nccs1)c1cccc(N2C(=O)C3C4C=CC(C4)C3C2=O)c1 (stereo unspecified) | 3 | 0 | 5 | 1.9 | -18 | -5 | -5 | 0
N#CCC(=O)Nc1ccc(C(=O)OCC(=O)NCc2ccc3c(c2)OCO3)cc1 | -9 | 1 | 9 | -2.0 | -2 | 0 | -12 | -5
CC(NC(=O)NCc1cccnc1)(C(F)(F)F)C(F)(F)F | 6 | 0 | -8 | -8.3 | 4 | -17 | -1 | -8
CC[C@]12c3[nH]c4ccccc4c3CCN1C(=O)C(CC(=O)NCc1ccco1)C[C@@H]2C(=O)N1CCN(C(=O)C2CC2)CC1 (stereo partly specified) | 14 | -1 | 7 | 0.7 | -5 | -14 | -3 | -3
Cc1cc(NC(=O)CCCN2C(=O)c3cccnc3C2=O)ccc1Br | 23 | 1 | -6 | -3.9 | 0 | -18 | 1 | -3
Cc1ccnc2nc(C(=O)OCC(=O)c3ccc(Cl)cc3)nn12 | -4 | -3 | 1 | -0.9 | -2 | -11 | -3 | 4
CCn1c(SCC(=O)NCCc2ccccc2)nnc1C(C)C | 20 | 1 | 13 | -0.5 | -10 | 3 | -3 | 0
CN(CC(=O)N1CCOCC1)S(=O)(=O)c1cc(Cl)ccc1Cl | 12 | -7 | 8 | -1.5 | -7 | 7 | 2 | 4
CN(CC(=O)Nc1cccc(F)c1)C(=O)c1ccc2c(c1)OCCO2 | 11 | 0 | -11 | -0.3 | -8 | 19 | 3 | 3
O=C(Nc1ccc(F)cc1)N1CCc2ccccc2C1 | 8 | -2 | -1 | -1.1 | 2 | 11 | 3 | 12
COc1ccc(N(CC(=O)NC2CCCCC2C)S(=O)(=O)c2c(C)nn(C)c2C)cc1 (stereo unspecified) | 8 | -1 | 4 | -2.3 | -1 | -16 | 1 | -4
CCNC(=S)NNC(=O)CCc1nc2cc(Cl)ccc2n(Cc2ccccc2)c1=O | -140 | 0 | -9 | -3.1 | -7 | -18 | -1 | -4
CC(C)c1nnc(NC(=O)C2CCN(S(=O)(=O)c3ccc(-n4cnnn4)cc3)CC2)s1 | 7 | 0 | -9 | -0.1 | 14 | 12 | 1 | 5
Cc1ccc(NC(=O)C(C)N=C2NS(=O)(=O)c3ccccc32)cc1 (stereo unspecified) | 16 | 1 | 4 | 1.2 | -2 | -5 | -9 | 1
CCc1nc(SCC(=O)Nc2ccccc2Cl)n[nH]1 | 6 | -1 | -11 | -1.6 | -6 | -12 | 3 | -4
Oc1c(N=NC(=S)Nc2ccccc2F)c2ccccc2n1Cc1cccc(Cl)c1 | 28 | -6 | -5 | 1.4 | -4 | 3 | 1 | -1

Another view of five compounds above.
Screens in order: SENP8 block, NR3A LBD binder, PfGluPho inh, MPTP block, HKDC1 inh, SENP6 inh, ATG4B inhibitor, SENP7 block
- CC(C)c1nnc(NC(=O)C2CCN(S(=O)(=O)c3ccc(-n4cnnn4)cc3)CC2)s1
  7, 0, -9, -0.1, 14, 12, 1, 5
- N#CCC(=O)Nc1ccc(C(=O)OCC(=O)NCc2ccc3c(c2)OCO3)cc1
  -9, 1, 9, -2.0, -2, 0, -12, -5
- COc1ccc(NS(=O)(=O)c2ccc(-c3coc(C)n3)cc2)c(OC)c1
  0, -1, -12, 1.8, 7, 3, -2, 1
- COc1ccc(N(CC(=O)NC2CCCCC2C)S(=O)(=O)c2c(C)nn(C)c2C)cc1 (stereo unspecified)
  8, -1, 4, -2.3, -1, -16, 1, -4
- O=C(Nc1ccc(F)cc1)N1CCc2ccccc2C1
  8, -2, -1, -1.1, 2, 11, 3, 12
